High-throughput results (PubChem BioAssay)
EPAC1 antag: antagonists of human EPAC1. O95398. EPAC1 GEF assay, Rap1b-BODIPY-GDP exchange fluorescence. Potency, µM (doses to about 115 µM), inactives show at the top dose activity change, negative = inhibition, actives largely listed as inhibitors. 360,000 tested, 0.14% active. AID 720709;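 note: potency is the fitted concentration of half-maximal effect; plate controls were vehicle for no effect and positive control for full effect; nearly all actives have a fitted effect of over 50% in size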
PI5P4Ka inh: inhibitors of human PI5P4K alpha. max response, %. PI5P4Kalpha enzyme, ADP-Glo luminescence, 60 min; stronger effect = lower value. P48426. 330,000 tested, 1.2% active; active = max response of -50% or lower; inconclusive = between -30% and -50%; inactive = -30% or higher; note: value at the top dose of about 77 µM; % is set by controls: 0 for no effect and ±100 for the full control effect
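Enzyme plus substrate dispensed, test compounds pinned in, then ATP (5 microM final) added. After 60 min at RT, ADP-Glo reagent 1 for 45 min and reagent 2 for 30 min preceded luminescence imaging.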
IL-2 act: activates IL-2 in a cell-based reporter assay | IL-2 activation reporter assay, cell-based qHTS; stimulated with anti-CD3/CD4/CD28 beads; in transgenic mouse T cells | activation, % (series mostly up to about 46 µM) | 360,000 tested, 0.065% active | AID 652025; in the data active = activation above about 50%; inconclusive = mostly about 30% to 49%; note: 0% is about no effect
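Unstimulated transgenic mouse T cells; 60-min compound exposure; bead-based TCR/CD4/CD28 stimulation; 18 h culture, 37 degrees C; dual fluorescence (EGFP, DsRed) plate cytometry.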
aSyn rescue: alpha-synuclein toxicity inhibition in yeast; Yeast expressing alpha-synuclein, growth rescue, BacTiter-Glo, 24 h; Potency, µM (highest dose often 46.1 µM), for the others: at the highest dose growth rescue (activation), most hits filed as activators; 370,000 tested, 0.14% active; AID 652106; note: potency is the fitted concentration of half-maximal effect; % of control where 0% means no effect; nearly all actives have a fitted effect of over 65% in size
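Rescue of yeast growth: cells expressing toxic alpha-synuclein, induced in galactose at OD600 0.02, incubated with compound 24 h at 30 C. ATP luminescence quantified growth; inhibitors of toxicity appear as activators.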
Abeta yeast res: compounds reversing amyloid beta toxicity in yeast | yeast expressing A-beta42, growth rescue, OD600, 48 h; response scale: 0% DMSO, 100% iron-clioquinol control | Potency, µM (top dose mostly 46.1 µM), without a hit: at the highest dose growth rescue, actives largely listed as activators | 410,000 tested, 0.063% active; note: potency is the fitted concentration of half-maximal effect; nearly all actives have a fitted effect of over 55% in size
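Growth rescue measured by 600 nm absorbance after 48 h yeast culture at 30 C with compound. Values normalized between DMSO and an equimolar ferric chloride plus clioquinol control.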
EPAC1 ag: EPAC1 (human) agonism; O95398; AID 720707; EPAC1 agonist qHTS, biochemical assay; response scale: 100% = response to 6.5 mM cAMP; Potency, µM (top dose mostly 154 µM), for inactives: top-dose activation, hits mostly activators; 360,000 tested, 0.073% active; note: potency is the fitted concentration of half-maximal effect; nearly all actives have a fitted effect of over 60% in size
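EPAC1 100 nM, Rap1B–BODIPY-GDP 250 nM, unlabeled GDP 50 uM; compound titration; 5 min RT; kinetic read ex480/em540 at 5-min intervals ×30 min; data normalized to 6.5 mM cAMP agonist control.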
WRN inhibitor: WRN helicase (human) inhibition; Q14191; WRN helicase unwinding, fluorescent forked duplex, kinetic; Potency, µM (top dose mostly 114 µM), without a hit: top-dose activity change, negative = inhibition, most hits filed as inhibitors; 360,000 tested, 0.46% active; note: potency is the fitted concentration of half-maximal effect; % is set by controls: 0 for no effect and ±100 for the full control effect; nearly all actives have a fitted effect of over 55% in size
Target sequence (Q14191 whole entry, looked up): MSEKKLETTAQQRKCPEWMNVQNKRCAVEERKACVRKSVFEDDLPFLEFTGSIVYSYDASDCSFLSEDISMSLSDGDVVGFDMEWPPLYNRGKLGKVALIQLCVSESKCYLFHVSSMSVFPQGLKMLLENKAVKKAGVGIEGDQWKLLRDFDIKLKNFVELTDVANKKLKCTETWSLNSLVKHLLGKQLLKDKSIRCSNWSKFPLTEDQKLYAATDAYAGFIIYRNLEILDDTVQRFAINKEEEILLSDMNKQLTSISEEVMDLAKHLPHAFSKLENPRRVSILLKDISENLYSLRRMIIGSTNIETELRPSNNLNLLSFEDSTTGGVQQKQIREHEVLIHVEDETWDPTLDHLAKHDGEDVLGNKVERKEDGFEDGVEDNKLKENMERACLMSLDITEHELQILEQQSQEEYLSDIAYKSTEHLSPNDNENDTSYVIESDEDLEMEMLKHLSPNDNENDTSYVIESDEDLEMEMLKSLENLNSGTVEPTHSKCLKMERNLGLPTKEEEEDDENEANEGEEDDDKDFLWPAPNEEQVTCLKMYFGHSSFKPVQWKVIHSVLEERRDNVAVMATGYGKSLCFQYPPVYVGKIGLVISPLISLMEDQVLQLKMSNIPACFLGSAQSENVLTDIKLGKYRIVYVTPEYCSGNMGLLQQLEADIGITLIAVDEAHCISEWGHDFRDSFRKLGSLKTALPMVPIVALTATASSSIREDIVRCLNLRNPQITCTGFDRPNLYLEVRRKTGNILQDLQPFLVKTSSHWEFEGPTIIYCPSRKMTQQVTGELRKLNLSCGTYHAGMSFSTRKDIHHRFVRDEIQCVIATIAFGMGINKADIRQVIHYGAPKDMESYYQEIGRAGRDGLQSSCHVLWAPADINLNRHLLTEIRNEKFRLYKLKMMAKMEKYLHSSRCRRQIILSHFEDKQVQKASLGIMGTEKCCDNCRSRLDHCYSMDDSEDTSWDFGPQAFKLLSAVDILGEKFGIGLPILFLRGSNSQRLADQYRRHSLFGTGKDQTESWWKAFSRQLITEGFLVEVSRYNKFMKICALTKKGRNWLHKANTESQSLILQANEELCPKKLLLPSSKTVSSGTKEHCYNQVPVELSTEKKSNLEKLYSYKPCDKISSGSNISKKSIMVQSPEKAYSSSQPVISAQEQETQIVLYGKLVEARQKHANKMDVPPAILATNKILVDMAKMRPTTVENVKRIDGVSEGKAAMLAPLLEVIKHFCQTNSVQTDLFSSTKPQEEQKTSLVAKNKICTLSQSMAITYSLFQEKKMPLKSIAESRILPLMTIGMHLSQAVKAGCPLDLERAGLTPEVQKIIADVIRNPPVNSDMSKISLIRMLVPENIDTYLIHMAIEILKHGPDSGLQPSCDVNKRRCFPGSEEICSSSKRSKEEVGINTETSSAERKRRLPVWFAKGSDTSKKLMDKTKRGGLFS
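WRN at 20 nM final was preincubated with compound for 15 min at room temperature; reaction started with 100 nM forked duplex oligonucleotide carrying fluorophore and quencher plus 2 mM ATP (final). Unwinding followed kinetically by red fluorescence (ex 525/em 598 nm).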
PLK1 PBD inh: inhibitors of human PLK1 polo-box domain binding; 360,000 tested, 2.8% active; P53350; Potency, µM, for inactives: max response, negative = inhibition, most hits filed as inhibitors; Plk1 PBD binding of FITC phosphopeptide, fluorescence polarization; note: potency is the fitted concentration of half-maximal effect; series mostly up to about 57 µM; % is set by controls: 0 for no effect and ±100 for the full control effect; nearly all actives have a fitted effect of over 65% in size
FUS yeast rescue: FUS proteinopathy suppression in yeast | S. cerevisiae FUS-expressing, growth rescue, OD600, 24 h | Potency, µM (highest dose often 76.6 µM), for the others: top-dose growth rescue (activation), most hits filed as activators | 390,000 tested, 0.24% active;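 note: potency is the fitted concentration of half-maximal effect; plate controls were DMSO vehicle for no effect and reference control for full effect; nearly all actives have a fitted effect of over 55% in size; some results filed as inactive show a strong effect at the top dose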
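Galactose (2%) drives FUS expression in yeast precultured in raffinose; seeding density OD 0.005. Test compounds incubated 24hr at 30C and 99% humidity before absorbance at 600 nm was measured.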
The depositor's hits bear a star; u = inconclusive; x = no result given; [ ] = dose if it differs, or a comment. Unless noted, calls come from the whole dose curve; as a rule, active = well fitted curve in the direction sought with a large enough effect; inconclusive = small, poorly fitted or top-dose-only effect, or another doubt; inactive = no such curve, though single readings can be large; an effect the other way counts as inactive or inconclusive.

item | SMILES | EPAC1 ag | WRN inhibitor | EPAC1 antag | IL-2 act | aSyn rescue
1 | Cc1cccc(-c2noc(CCc3ccccc3)n2)c1 | 1% | -1% | -10% | 4.3 | 1%
2 | CC1=C(C(=O)Nc2cc(C(=O)N3CCC(C)CC3)ccc2C)SCCO1 | 11% | 5% | 6% | -0.3 | 5%
3 | Cc1c(CC(=O)NCC(C)C)c(=O)oc2cc3c(cc12)CCC(C)(C)O3 | -9% | 1% | -5% | -3.2 | 0%
4 | Cc1nc2oc(C(=O)c3ccc(Br)cc3)c(N)c2c2c1COC(C)(C)C2 | 6% | -24% | -15% | 0.9 | -2%
5 | Cc1ccc(-c2nc3ncccc3o2)cc1NC(=O)c1cccnc1 | 12% | 5% | -17% | -0.1 | -5%
6 | CCOC(=O)c1cc2cc(C)ccc2[nH]1 | -1% | -6% | 2% | -2.1 | 6%
7 | COc1ccc(/C(C)=N/N=C2/NC(=O)CC(C(=O)O)S2)cc1F (stereo not drawn) | 8% | 6% | 15% | -2.7 | -2%
8 | NC(=O)c1ccccc1NC(=O)/C=C/c1c(Cl)cccc1Cl | 4% | -3% | -1% | 6.2 | -7%
9 | O=C1Nc2ccc(Cl)cc2C(C#CC2CC2)(C(F)(F)F)O1 (stereo not drawn) | -31%[inhibitor] | -7% | -21% | -0.4 | 0%
10 | Cc1cccc(-n2nc3c(c2NC(=O)C(C)C)CS(=O)(=O)C3)c1C | 6% | -7% | 4% | 0.2 | 3%
11 | Cc1ccc2c(CC(=O)NC3CCS(=O)(=O)C3)coc2c1C (stereo not drawn) | -5% | 5% | -15% | -0.7 | 5%
12 | O=C(CSCC(=O)N1CCCc2ccccc21)Nc1nc(-c2ccccc2)cs1 | 2% | -8% | -6% | -3.3 | -17%
13 | CCOC(=O)C1(CCOc2ccccc2)CCN(Cc2ccc(COC)o2)CC1 | -7% | -1% | 11% | -1.1 | 3%
14 | Cc1ccc(NC(=O)COc2cccc(-n3cnnn3)c2)cc1S(=O)(=O)N1CCOCC1 | 6% | 0% | -12% | -0.9 | 1%
15 | NC1=NC(=O)C(Cc2cccc(Cl)c2)S1 (stereo not drawn) | -5% | 6% | 0% | -4.8 | 21%

item | Abeta yeast res | PI5P4Ka inh | FUS yeast rescue | PLK1 PBD inh
1 | 6% | 14 | -25% | -4%
2 | 7% | 1 | 3% | -5%
3 | -9% | 5 | 5% | 4%
4 | -2% | 8 | -17% | -9%
5 | 13% | 3 | -29% | -11%
6 | 19% | 3 | 8% | 3%
7 | 2% | 0 | 3% | 4%
8 | 7% | x | 8% | 0%
9 | u | 1 | -12% | -3%
10 | 6% | -3 | -6% | -2%
11 | -4% | -2 | 2% | 2%
12 | -9% | 7 | u | -10%
13 | 12% | 1 | -10% | -7%
14 | -16% | 5 | 23% | -10%
15 | -14% | -4 | 2% | -1%

Among those listed so far, 2 have four or more nitrogen atoms:
item | SMILES | EPAC1 ag | WRN inhibitor | EPAC1 antag | IL-2 act | aSyn rescue
5 | Cc1ccc(-c2nc3ncccc3o2)cc1NC(=O)c1cccnc1 | 12% | 5% | -17% | -0.1 | -5%
14 | Cc1ccc(NC(=O)COc2cccc(-n3cnnn3)c2)cc1S(=O)(=O)N1CCOCC1 | 6% | 0% | -12% | -0.9 | 1%

item | Abeta yeast res | PI5P4Ka inh | FUS yeast rescue | PLK1 PBD inh
5 | 13% | 3 | -29% | -11%
14 | -16% | 5 | 23% | -10%

(next part)
item | SMILES | EPAC1 ag | WRN inhibitor | EPAC1 antag | IL-2 act | aSyn rescue
16 | Cc1ccnc(-n2c(C)cc(C=O)c2C)c1 | -1% | 0% | 13% | 0.6 | -3%
17 | CCOC(=O)c1nnn(-c2nonc2N)c1CN(CC)CC | -7% | 1% | -7% | 0.6 | -4%
18 | CCOc1cc(C)c(C(C)C)cc1S(=O)(=O)n1ccc(C)n1 | 0% | -3% | -10% | -0.6 | 17%
19 | COc1ccc(C(c2nnnn2C(C)(C)C)N2CCN(c3nc4ccccc4s3)CC2)cc1OC (stereo not drawn) | -9% | -10% | -4% | 0.7 | -13%
20 | O=C(Nc1ccc(N2CCN(C(=O)c3ccco3)CC2)cc1)c1ccc(F)cc1 | -5% | 4% | 6% | -2.7 | -16%
21 | COc1cc(/C=C2\SC(N)=NC2=O)ccc1OCC(=O)Nc1ccccc1C | -7% | -15% | -23% | 0.4 | -4%
22 | NC(=O)c1ccc(N=Cc2c(O)ccc3ccccc23)cc1 | 9% | -12% | -9% | 0.2 | 1%

item | Abeta yeast res | PI5P4Ka inh | FUS yeast rescue | PLK1 PBD inh
16 | 0% | -2 | 15% | -8%
17 | -10% | 10 | 6% | -8%
18 | -12% | 2 | 22% | -13%
19 | 0% | 3 | 24% | -28%
20 | 24% | -5 | 24% | -4%
21 | 2% | -10 | 34% | -4%
22 | 15% | 6 | 8% | -18%

Profiles from above. Screens in order: EPAC1 ag | WRN inhibitor | EPAC1 antag | IL-2 act | aSyn rescue | Abeta yeast res | PI5P4Ka inh | FUS yeast rescue | PLK1 PBD inh
Profile of Cc1cccc(-c2noc(CCc3ccccc3)n2)c1 : 1% | -1% | -10% | 4.3 | 1% | 6% | 14 | -25% | -4%
Profile of Cc1nc2oc(C(=O)c3ccc(Br)cc3)c(N)c2c2c1COC(C)(C)C2 : 6% | -24% | -15% | 0.9 | -2% | -2% | 8 | -17% | -9%
Profile of COc1ccc(/C(C)=N/N=C2/NC(=O)CC(C(=O)O)S2)cc1F (stereo not drawn) : 8% | 6% | 15% | -2.7 | -2% | 2% | 0 | 3% | 4%
Profile of COc1cc(/C=C2\SC(N)=NC2=O)ccc1OCC(=O)Nc1ccccc1C : -7% | -15% | -23% | 0.4 | -4% | 2% | -10 | 34% | -4%

In the list so far, these contain fluorine.
item | SMILES | EPAC1 ag | WRN inhibitor | EPAC1 antag | IL-2 act | aSyn rescue
7 | COc1ccc(/C(C)=N/N=C2/NC(=O)CC(C(=O)O)S2)cc1F (stereo not drawn) | 8% | 6% | 15% | -2.7 | -2%
9 | O=C1Nc2ccc(Cl)cc2C(C#CC2CC2)(C(F)(F)F)O1 (stereo not drawn) | -31%[inhibitor] | -7% | -21% | -0.4 | 0%
20 | O=C(Nc1ccc(N2CCN(C(=O)c3ccco3)CC2)cc1)c1ccc(F)cc1 | -5% | 4% | 6% | -2.7 | -16%

item | Abeta yeast res | PI5P4Ka inh | FUS yeast rescue | PLK1 PBD inh
7 | 2% | 0 | 3% | 4%
9 | u | 1 | -12% | -3%
20 | 24% | -5 | 24% | -4%
